D2 PAM = positive allosteric modulators of human D2 dopamine receptor; hit rate 0.34% among 340,000; P14416; HEK293 T-REx D2, calcium flux, EC20 dopamine potentiation; AID 485347; potentiation, % at 10 µM;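 active means potentiation over 3 SD above the plate norm, cut at about 30% in these data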; further: 0% is about no effect
Target sequence (P14416 whole entry, looked up): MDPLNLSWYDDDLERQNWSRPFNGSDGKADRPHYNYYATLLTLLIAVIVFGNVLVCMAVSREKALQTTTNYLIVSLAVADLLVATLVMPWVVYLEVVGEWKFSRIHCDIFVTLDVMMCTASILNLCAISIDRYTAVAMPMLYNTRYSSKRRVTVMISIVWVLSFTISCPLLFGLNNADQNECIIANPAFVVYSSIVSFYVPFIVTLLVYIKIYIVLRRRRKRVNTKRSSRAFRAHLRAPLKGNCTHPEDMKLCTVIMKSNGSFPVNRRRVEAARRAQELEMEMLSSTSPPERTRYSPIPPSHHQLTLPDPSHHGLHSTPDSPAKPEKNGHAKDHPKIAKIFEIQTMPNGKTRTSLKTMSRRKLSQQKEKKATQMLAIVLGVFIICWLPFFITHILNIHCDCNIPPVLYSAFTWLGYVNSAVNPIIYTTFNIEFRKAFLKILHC
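Potentiation of an EC20 dopamine calcium response measured kinetically over 180 s, after a preceding 180 s compound-only read flagging agonists. Cells: inducible Hek293 Trex D2 line, 4000/well, cultured overnight at 30 C before dye loading.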
Glioma ERSR ind = ER stress response induction in glioma; U87-MG GRP78 promoter luciferase reporter, 16 h; Potency, µM, for inactives: top-dose activation, actives largely listed as activators; hit rate 0.02% among 420,000; AID 602332; further: potency means the concentration at half of the fitted maximal effect; series mostly up to about 76 µM; % of control where 0% means no effect; nearly all actives have a fitted effect of over 35% in size
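Stably transfected U87-MG glioma cells carrying a GRP78-based luciferase sensor; 16 h compound incubation. Luminescence end-point read 10 min after Bright-Glo addition at room temperature.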
RXFP1 ag = activates the human relaxin receptor RXFP1. Q9HBX9. HEK293T-RXFP1 cAMP TR-FRET, 30 min; response scale: percent of porcine relaxin response, buffer zero. Potency, µM (doses to about 57.5 µM), for the others: top-dose activation, actives largely listed as activators. hit rate 0.3% among 370,000; further: potency means the concentration at half of the fitted maximal effect; on the % scale 0 is the no-effect control and ±100 the full control effect; nearly all actives have a fitted effect of over 60% in size; many of its hits are not listed in these tables
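Agonist response is measured as cAMP accumulation in an RXFP1-transfected HEK293T line under PDE4 inhibition. Values are scaled between buffer-only and 29 nM porcine relaxin, and EC50s come from standard Hill equation fits.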
D1 antagonist = blocks dopamine activation of the human D1 receptor. HEK293 TREx D1 cells, calcium flux, dopamine EC80; active compounds read low. activity change, negative = inhibition, % at 10 µM. hit rate 3.2% among 360,000. AID 504652; in the data active means activity change below about -30%; further: on the % scale 0 is the no-effect control and ±100 the full control effect
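HEK293 T-REx cells expressing inducible, force-coupled D1 receptor; no-wash Ca dye, 30–90 min RT. Cmpd → 180 s read at 1 Hz → EC80 DA → 180 s read.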
Vif-APOBEC3G blk = Vif-A3G binding inhibition; Q9HC16; HeLa A3G-eYFP + Vif (tagged APOBEC3G with the HIV-1 protein that degrades it), YFP fluorescence, overnight; Potency, µM (titrated, usually from 46.1 µM), for inactives: at the highest dose activity, negative = active, hits mostly inhibitors; hit rate 0.076% among 410,000; AID 602310;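 further: potency means the concentration at half of the fitted maximal effect; on the % scale 0 is the no-effect control and ±100 the full control effect; nearly all actives have a fitted effect of over 60% in size; hits raise eYFP signal because A3G escapes Vif-driven loss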
Target sequence (Q9HC16 whole entry, looked up): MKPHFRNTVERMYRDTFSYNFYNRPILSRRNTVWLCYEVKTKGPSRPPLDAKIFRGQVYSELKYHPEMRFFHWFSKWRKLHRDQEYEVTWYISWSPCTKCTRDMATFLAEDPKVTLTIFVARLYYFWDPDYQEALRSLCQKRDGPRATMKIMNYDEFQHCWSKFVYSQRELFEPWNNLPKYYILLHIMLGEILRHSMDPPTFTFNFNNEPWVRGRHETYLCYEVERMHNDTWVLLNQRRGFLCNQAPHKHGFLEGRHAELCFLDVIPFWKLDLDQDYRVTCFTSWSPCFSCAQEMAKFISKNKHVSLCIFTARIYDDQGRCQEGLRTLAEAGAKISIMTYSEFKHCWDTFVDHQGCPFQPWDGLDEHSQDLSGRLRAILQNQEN
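Read-out is eYFP fluorescence (Ex 488/Em 500-530) from Vif-expressing HeLa A3G-eYFP cells; more signal means A3G escaped Vif-mediated degradation. Cells plated overnight, compound pinned in, incubated overnight at 37 deg C.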
Vif-APOBEC3F blk = inhibitors of Vif-A3F interaction. HeLa A3F-eYFP + Vif (tagged APOBEC3F with the HIV-1 protein that degrades it), YFP fluorescence increase. Potency, µM (top dose mostly 46.1 µM), without a hit: at the top dose activity, negative = active. AID 602313. hit rate 0.2% among 390,000; further: potency means the concentration at half of the fitted maximal effect; % of control where 0% means no effect; nearly all actives have a fitted effect of over 65% in size
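HeLa cells stably expressing A3F-eYFP plus Vif, plated and incubated overnight at 37 deg C, then exposed to compounds overnight at 37 deg C. Blocked degradation read as raised yellow fluorescence (Ex 488/Em 500-530).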
D1 agonist = human D1 receptor agonism. hit rate 1% among 360,000. activation, % at 2 µM. P21728. HEK293 T-REx D1 cells, calcium flux, agonist mode. AID 504660; in the data active means activation above about 30%; further: 0% is about no effect
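Inducible HEK293 T-REx D1 cells, force-coupled to calcium signalling, were plated at 4000 cells/well with tetracycline and held overnight at 30 C. After no-wash calcium dye loading, compound-evoked calcium rise over 180 s flagged agonists.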
RXFP1 antag = RXFP1 (human) relaxin receptor antagonism; hit rate 0.59% among 350,000; Q9HBX9; activity change, negative = inhibition, % at 57.5 µM; HEK293-RXFP1, relaxin-stimulated cAMP HTRF, 30 min; active compounds read low;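 active means activity change of -60% or lower, but not beyond a set lower limit; inconclusive means change between -60% and -40%, or beyond the set limit; inactive means change above -40%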; further: on the % scale 0 is the no-effect control and ±100 the full control effect
D1 PAM = potentiators of human D1 dopamine receptor; HEK293 TREx D1 cells, calcium flux, dopamine EC20 potentiation; potentiation, % at 10 µM; hit rate 0.036% among 360,000; AID 504651; in the data active means potentiation above about 30%; further: 0% is about no effect
Numbers without * were called inactive; ? = inconclusive; nt = no result given; & = joins results of further samples. Unless noted, the call rests on the fitted dose curve; in most records, active means well fitted curve in the direction sought with a large enough effect; inconclusive means small, poorly fitted or top-dose-only effect, or another doubt; inactive means no such curve, though single readings can be large; an effect the other way counts as inactive or inconclusive.

nr	D2 PAM	Glioma ERSR ind	RXFP1 ag	D1 antagonist	Vif-APOBEC3G blk	Vif-APOBEC3F blk	D1 agonist	RXFP1 antag	D1 PAM	SMILES
1	2	-1%	-2.8%	5	-9%	-5%	0	-11	1	Cc1cc(SCC(=O)N/N=C/c2ccc(C(=O)O)cc2)nc2ccccc12
2	5	-3%	3.6%	-8	-4%	3%	-1	-7	-3	Brc1ccccc1OCCOCCOc1cccc2cccnc12
3	-3	-4%	0.0%	-11	-1%	8%	4	11	7	CC(C)N=C(Nc1cccnc1)c1ccccc1
4	-2	11%	3.7%	4	-5%	-7%	3	-6	-4	CC(/C=C/c1ccco1)=N/NC(=O)c1ccccc1Cl
5	-3	-1%	0.6%	-34*	-20%	-7%	7	-3	-4	Cn1c(=O)n(C)c2cc(NS(=O)(=O)c3ccc4c(c3)CCCC4)ccc21
6	14	-1%	-0.3%	25	0%	-5%	-4	-10	-1	Cn1c(-c2ccccc2)cc(=O)c2ccccc21
7	4	-3%	1.0%	2	0%	6%	1	-1	-1	CSCCNCc1c(C(=O)N2CCOCC2)nc2c(C)cccn12
8	-4	-1%	-1.4%	-8	0%	-5%	5	-31	-2	O=C(Nc1ccc(NS(=O)(=O)c2ccccc2)cc1)c1ccc(Cl)cc1
9	9	3%	3.3%	-7	-1%	-3%	-1	2	-4	Cc1ccc(NC(=O)CCn2cccn2)c(C)c1
10	-6	-2%	-1.9%	15	0%	4%	5	-9	-5	O=C(CN1CCCCCC1)N1c2ccccc2Sc2ccccc21
11	nt	2%	4.5%	-3	-3%	-5%	9	0	-7	COc1ccc(CNC(=O)CN2C(=O)C(c3ccccc3)Oc3cccnc32)cc1 (configuration not stated)
12	-2	-2%	1.2%	-5	0%	0%	4	6	-2	Cc1[nH]nc2c1C(c1cnn(C)c1)C(C#N)=C(N)O2 (configuration not stated)
13	-8	0%	0.0%	2	?	11µM*	9	3	3	CCOC(=O)N1CCc2c(sc3c2C(=O)NC(c2ccc(N(C)C)cc2)N3)C1 (configuration not stated)
14	nt	5%	1.4%	nt	-2%	-3%	0	2	0	CCC(NC(=O)c1ccccc1NC(=O)c1ccc(C)cc1)C(=O)O (configuration not stated)
15	-9	-2%	3.9%	-8	-3%	2%	1	-13	-3	CC(OC(=O)Cn1cnc2c1c(=O)n(C)c(=O)n2C)C(=O)NC1CCCCC1C (configuration not stated)
16	-9	2%	2.6%	-4	1%	-1%	3	14	-5	COc1cccc(C(=O)Nc2cccc(NC(C)=O)c2)c1
17	0	-7%	1.5%	-13	-5%	0%	-1	6	0	COc1ccc(NC(=O)CSc2nc3nc(-c4cccs4)cc(C(F)(F)F)c3c(=O)[nH]2)c(OC)c1
18	14	-4%	0.0%	15	2%	?	5	-9	-8	O=C(NCc1nnnn1-c1ccc(F)c(F)c1)C(=O)c1c[nH]c2ccccc12
19	nt	-5%	13%	1	1%	1%	3	-6	-6	Cc1onc(-c2ccccc2Cl)c1C(=O)NCc1ccc2c(c1)cc(C)n2C
20	9	1%	2.8%	-5	3%	-3%	1	1	1	Cc1ccc(S(=O)(=O)NC(CC(=O)NCC2CCCO2)c2ccccc2)cc1 (configuration not stated)
21	8	-4%	3.1%	-3	-1%	7%	3	5	-14	CC1=C/C(=C(\c2ccc(O)c(C)c2)c2ccccc2S(=O)(=O)O)C=CC1=O
22	nt	-2%&-2%	nt	nt	2%	-6%	nt	9	nt	COc1cc(OC)c2ccc(=O)oc2c1
23	-6	1%	-0.2%	-7	-1%	-7%	0	nt	-3	COc1ccccc1N1CCN(S(=O)(=O)c2ccc(-c3coc(C)n3)cc2)CC1
24	-9	-6%	1.1%	-4	-2%	-9%	6	-18	nt	COc1ccc(C)cc1NC(C)C(=O)NC(=O)NC1CCCCC1 (configuration not stated)
25	nt	-4%	0.7%	-1	0%	-3%	-1	-2	-1	CN(CC(=O)NC(=O)NCc1ccco1)Cc1nc2ccccc2c(=O)[nH]1
26	8	0%	0.7%	-9	-5%	0%	6	-5	-5	Cc1nc2ccc(S(=O)(=O)N(CC(=O)Nc3cccc(C)c3C)Cc3ccccc3)cc2s1
27	0	-3%	1.0%	22	5%	-3%	11	-8	-2	Cc1ccc(C)c(OCCN2CCOCC2)c1
28	1	-3%	-2.4%	9	-10%	5%	2	8	-10	COc1ccc(OCCCCN2CCC(C)CC2)cc1
29	1	-4%	11%	2	-1%	0%	1	-4	-2	COc1cc(C2Nc3ccc4ncccc4c3C3=C2C(=O)CCC3)cc(OC)c1OC (configuration not stated)
30	nt	0%	4.0%	-10	1%	-1%	1	4	-4	CCNC(=O)NC(=O)C(C)OC(=O)c1ccc(SC)cc1OC (configuration not stated)
31	36*	-6%	2.6%	-11	0%	1%	0	3	-2	Cc1ccc(S(=O)(=O)c2cc3c(=O)n4ccccc4nc3n(C)c2=N)cc1C
32	nt	-3%	0.7%	-24	0%	3%	0	7	0	Cc1nn(C)c(C(=O)N2CCOCC2)c1Cl
33	nt	2%	2.0%	4	4%	-5%	2	-17	1	O=C(O)/C=C/C(=O)NNc1ccc([N+](=O)[O-])cc1
34	-18	-3%	0.0%	-1	-5%	-15%	1	-13	-2	COc1ccc(C)cc1NC(=O)CN1CCN(c2ccccn2)CC1
35	19	0%	-1.4%	12	3%	-27%	2	-2	-6	COc1ccc(CNS(=O)(=O)c2cc(-c3cc(C)no3)ccc2OC)cc1OC
36	12	-3%	5.8%	-2	-19%	-6%	16	nt	-4	COc1ccc(CNC(=O)C2CC(c3ccc(C(F)(F)F)cc3)=NO2)cc1 (configuration not stated)
37	-11	-13%	2.0%	-13	-5%	-4%	3	-4	8	CCOC(=O)C1CCN(C(=O)COc2ccc(Cl)cc2Cl)CC1
38	3	-3%	1.4%	-9	1%	0%	2	14	-3	CC(=O)C1C(c2ccco2)c2c(noc2C)CC1(C)O (configuration not stated)
39	-8	-5%	2.9%	2	3%	1%	0	-3	0	COC(=O)c1ccccc1NC(=S)N(Cc1ccc2c(c1)OCO2)Cc1cc2cc(OC)ccc2[nH]c1=O
40	-11	-4%	-1.0%	-30*	-4%	0%	4	-8	-2	Cc1ccc(S(=O)(=O)NCCSCc2ccccc2)cc1
41	0	-3%	1.7%	5	-3%	-18%	4	-5	1	CCN(CC)CCNC(C(=O)Nc1cc(C(F)(F)F)ccc1Cl)c1ccccc1 (configuration not stated)
42	-7	-3%	4.2%	3	0%	-1%	1	nt	-2	CN(C)c1ccc(/C=C/c2noc(-c3ccccc3O)n2)cc1
43	-3	4%	3.1%	6	3%	-2%	0	9	-4	c1ccc(-c2ccn3nnnc3n2)cc1
44	4	-4%	0.2%	-3	0%	-10%	2	-10	2	CC(C)CC1(C)NC(=O)N(CC(=O)Nc2ccc3c(c2)CCC3)C1=O (configuration not stated)
45	6	-3%	0.8%	-5	0%	-2%	14	-3	-4	Cc1ccc(NS(=O)(=O)c2ccc(OCC(=O)N3CCOCC3)cc2)cc1
46	2	-3%	4.6%	2	0%	-2%	0	-6	1	COCCNC(=O)c1cc2cc(Cl)cc(Cl)c2oc1=O
47	1	-3%	3.9%	3	0%	2%	0	-11	-6	COc1ccc(OC)c(NC(=O)CSc2ccc(-c3cccnc3)nn2)c1
48	-2	-1%	0.0%	-16	2%	-4%	4	nt	-3	CCOC(=O)c1scc(-c2ccccc2)c1S(=O)(=O)Nc1cc(OC)cc(OC)c1
49	12	-7%	1.8%	31	4%	6%	8	2	7	CC(C)Oc1ccc(CCN=C(N)N=C(N)N)cc1Cl
50	26	-1%	0.5%	-3	0%	-25%	-1	-2	6	Cc1ccc(CNC(=O)c2coc(=O)c3ccccc23)o1
51	7	-13%	0.2%	1	2%	6%	2	-35	-2	Cc1cc(O)c(-c2cc(O)c(C)cc2O)cc1O
52	19	0%	-0.7%	2	9%	-2%	11	5	-6	O=S(=O)(c1ccc(OCc2nc3ccccc3s2)c(Cl)c1)N1CCOCC1
53	nt	-1%	nt	nt	0%	-21%	nt	1	nt	Cc1cc(C)n2nc(SC(C)C(=O)N3CC(C)OC(C)C3)nc2n1 (configuration not stated)
54	nt	-5%	nt	nt	0%	-1%	nt	-10	nt	Cc1ccccc1/C(=N\S(=O)(=O)c1ccc(Br)cc1)Nc1ccccc1
55	5	3%	1.2%	5	-1%	-5%	1	-34	-5	Cc1ccccc1C(=O)NCC(=O)OC(C)C(=O)NCc1ccco1 (configuration not stated)
56	5	-5%	-0.2%	-25	4%	2%	4	3	-3	Cc1ccc(C)c(C(=O)CSc2n[nH]c(-c3ccncc3)n2)c1
57	22	-1%	2.7%	-12	-1%	9%	0	-21	-8	COCCn1c(=O)[nH]c2cc(C(=O)Nc3ccc(OC)c(Cl)c3)ccc2c1=O
58	1	-7%	0.1%	-6	1%	-3%	1	11	-2	Cc1nc2ccc(N=NC3=C(O)CC(C)(C)CC3=O)cc2s1
59	18	4%	1.1%	-3	2%	2%	3	-34	-4	CN1C(=O)N(c2nnc(C(C)(C)C)s2)C(=O)C1c1ccccc1 (configuration not stated)
60	-12	3%	8.2%	-14	-6%	-10%	-1	-3	-4	CC(C)(C)C(=O)c1cnc(Nc2ccccc2)s1

(next part)
nr	D2 PAM	Glioma ERSR ind	RXFP1 ag	D1 antagonist	Vif-APOBEC3G blk	Vif-APOBEC3F blk	D1 agonist	RXFP1 antag	D1 PAM	SMILES
61	0	-3%	0.6%	8	2%	-4%	1	0	-1	CC(=O)Nc1ccccc1C(=O)N1CC2(C)CC1CC(C)(C)C2 (configuration not stated)
62	nt	-3%	1.7%	-7	1%	2%	4	7	-3	CC(Oc1ccc(F)cc1)C(=O)Nc1cccc(-c2nn[nH]n2)c1 (configuration not stated)
63	-8	0%	-0.3%	-17	0%	0%	19	1	-4	Cc1ccc(C(N)=Nc2ccccc2)cc1
64	15	0%	0.6%	-6	-3%	-2%	-4	43	1	CCOC(=O)C1CCN(C(=O)CNC(=O)c2nn(-c3ccc(OC)c(OC)c3)c(=O)c3ccccc23)CC1
65	-7	-3%	1.8%	-34*	0%	6%	0	0	-3	CCOC(=O)CCCn1c(C)nc(=O)c(-c2ccccc2)c1C
66	-6	-3%	1.5%	6	4%	-4%	2	-8	-6	O=C(O)C1CCCCC1C(=O)NCc1ccncc1 (configuration not stated)
67	4	0%	-2.3%	8	-3%	-5%	-3	2	-3	Cc1ccc(-n2nnnc2SCC(=O)N(CC(C)C)c2c(N)n(CC(C)C)c(=O)[nH]c2=O)cc1

Compound activity deposited in PubChem by National Center for Advancing Translational Sciences (NCATS).

Some of the compounds tested, so the mix of outcomes need not match the whole.
